# Runt-CBFb FRET = Runt domain-CBFb interaction inhibition; AID 1496; Cerulean-Runt/Venus-CBFb FRET ratio 530/480, 1 h; 220,000 tested, 0.46% active; inhibition, % at 20 µM;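 active = inhibition over about 50% at 20 µM in the single-dose screen, limit read from the data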;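 note: 0% = DMSO wells and 100% = excess unlabeled CBFb competitor control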
#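 Buffer or medium: Tris pH 7.5 buffer with BSA. Assay system: Cerulean-labeled Runt domain protein. Amount: each fluorescent fusion protein 100 nM. Read-out basis: loss of energy transfer signal. Incubation: 1 h compound exposure, room temperature. Probe or stimulus: Venus-CBFb binding partner, 100 nM. Detection: FRET, excitation 422 nm, emission at 530 and 480 nm.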
# Runt-SMMHC FRET = Runt domain-CBFb-SMMHC interaction inhibition. Q01196+Q13951. Cerulean-Runt/Venus-CBFb-SMMHC FRET ratio 530/480, 1 h. inhibition, % at 20 µM. 220,000 tested, 0.74% active. AID 1434;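 active = mean inhibition across duplicate retests at 20 µM reaching about 50%, limit read from the data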;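 note: 0% = DMSO wells and 100% = wells with excess untagged CBFb-SMMHC; inhibitors lower the FRET ratio by blocking Runt binding to CBFb-SMMHC; some results filed as inactive read as strong as hits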
# NCF1 inh = p47phox (human) inhibition | P14598 | p47phox/p22phox peptide binding, fluorescence polarization, 2 h | inhibition, % at 24.7 µM | 220,000 tested, 0.53% active | AID 1274;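 active = inhibition above about 30%, limit read from the data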;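 note: 0% = p47phox with labelled peptide and 100% = labelled peptide alone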
# Target sequence (P14598 whole entry, looked up): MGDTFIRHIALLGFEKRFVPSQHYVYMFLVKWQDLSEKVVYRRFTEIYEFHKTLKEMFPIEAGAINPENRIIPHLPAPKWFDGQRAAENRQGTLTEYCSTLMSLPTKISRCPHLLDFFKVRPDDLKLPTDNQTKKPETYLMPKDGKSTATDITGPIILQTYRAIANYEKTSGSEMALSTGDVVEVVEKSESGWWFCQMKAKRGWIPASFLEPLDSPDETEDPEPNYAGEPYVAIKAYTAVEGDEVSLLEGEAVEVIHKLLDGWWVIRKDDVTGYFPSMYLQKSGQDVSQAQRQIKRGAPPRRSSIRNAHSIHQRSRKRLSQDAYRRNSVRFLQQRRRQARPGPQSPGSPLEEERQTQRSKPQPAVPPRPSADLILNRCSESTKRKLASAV
# TbHK1 inh = blocks Trypanosoma brucei hexokinase 1 activity. recombinant TbHK1, G6PDH-coupled NADH A340. inhibition, % at 10 µM. 220,000 tested, 0.11% active;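 active = inhibition of 50% or more in the single-dose primary screen; inactive = inhibition below 50%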
# MDM2 E3 inh = Mdm2 E3 ligase (human) inhibition; Q00987; cell-based MDM2 ubiquitination luciferase reporter, 2 h; 0 = plate control, 100 = twice control, blank-subtracted; signal enhancement, % at 5 µM; 210,000 tested, 0.11% active; AID 1230;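 active = signal enhancement of 30% or more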;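 note: luminescence tracks abundance of the self-degrading MDM2-luciferase fusion protein; higher signal means inhibition of MDM2 E3 ligase activity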
#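 Material: Stable MDM2–luciferase fusion reporter cells | Amount: 2000 cells seeded into each well | Dosing: One concentration, 5 µM, with 0.2% DMSO | Incubation: 4 h cell settling then 2 h compound exposure, 37 °C | Measured by: Luciferase luminescence | Read-out basis: % enhancement relative to plate controls after blank subtraction | Benchmarks: Control and blank well means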
# 14-3-3 Bad PPI = disrupts binding of bovine 14-3-3 zeta to phospho-Bad peptide; TR-FRET 14-3-3zeta/Dy647-pBad peptide displacement, 1 h; inhibition, % at 21.7 µM; 220,000 tested, 0.71% active; AID 781;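 active = inhibition above about 70%, limit read from the data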;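 note: 0% = full 14-3-3 plus peptide FRET controls and 100% = background without 14-3-3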
# Target sequence (P63103 whole entry, looked up): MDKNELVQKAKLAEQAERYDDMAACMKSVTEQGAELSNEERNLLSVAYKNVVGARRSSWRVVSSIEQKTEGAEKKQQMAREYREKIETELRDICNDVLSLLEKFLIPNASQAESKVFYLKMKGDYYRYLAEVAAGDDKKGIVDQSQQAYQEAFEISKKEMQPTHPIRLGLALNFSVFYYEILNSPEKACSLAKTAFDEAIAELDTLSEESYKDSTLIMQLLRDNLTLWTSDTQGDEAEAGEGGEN
# EBV gp42 inh = EBV gp42 inhibition; Q1HVG2; Fluorescence polarization binding assay, mP read-out; inhibition, % (tested at 21.74 µM); 220,000 tested, 0.42% active; in the data active = inhibition above about 50%
# Target sequence (Q1HVG2 whole entry, looked up): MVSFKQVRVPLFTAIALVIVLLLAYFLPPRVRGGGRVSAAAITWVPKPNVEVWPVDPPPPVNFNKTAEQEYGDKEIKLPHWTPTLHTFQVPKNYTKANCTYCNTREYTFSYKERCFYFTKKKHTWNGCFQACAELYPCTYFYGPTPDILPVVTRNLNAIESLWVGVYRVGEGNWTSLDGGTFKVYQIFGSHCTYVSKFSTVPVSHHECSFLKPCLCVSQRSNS
# Hck-Nef inh = inhibitors of human Hck kinase activated by Nef; 220,000 tested, 0.68% active; inhibition, % at 20 µM; Recombinant Hck-YEEI plus Nef, Z-Lyte FRET kinase assay; AID 463187;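 active = Hck-Nef kinase inhibition above about 50%, limit read from the data; inactive = inhibition below that limit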;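 note: 0% = DMSO with Hck plus Nef and 100% = Hck alone without Nef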
# L929 necroptosis = L929 zVAD cell death inhibition; viability rescue, % at 10 µM; AID 1377; 220,000 tested, 0.38% active; L929 zVAD necroptosis rescue, ATP luminescence, 24 h; with zVAD 60 µM;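 active = activation, scaled between plate controls, above about 75%, limit read from the data; inactive = activation under that limit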;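 note: 0% = zVAD with DMSO and 100% = DMSO alone without zVAD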
# * hit, by the source's call; / = no result given; [ ] = remark or other dose.
# Assay codes – A = Runt-CBFb FRET; B = Runt-SMMHC FRET; C = NCF1 inh; D = TbHK1 inh; E = MDM2 E3 inh; F = 14-3-3 Bad PPI; G = EBV gp42 inh; H = Hck-Nef inh; I = L929 necroptosis
N=c1ncn(CC(O)CO)c2nc(N3CCOCC3)[nH]c12 (stereo not given)
  A: 0; B: 2; C: 2; D: -23; E: -11; F: 1; G: -6; H: 3; I: 0.3

O=C(CSc1nnc(-c2ccccc2)n1-c1ccccc1)NCc1ccco1
  A: 0; B: -1; C: -2; D: 0; E: /; F: -14[fluorescence artefact?]; G: -14; H: 2; I: -1.4

Cc1c(NC(=O)/C(C#N)=C/c2ccc(-c3cccc(Cl)c3)o2)c(=O)n(-c2ccccc2)n1C
  A: -7; B: -8; C: -17; D: -12; E: -7; F: 17; G: -4; H: 5; I: 1.2

COc1ccccc1OCC(=O)NCCSCc1ccccc1Cl
  A: 0; B: 0; C: 1; D: 1; E: -51; F: 9; G: -18; H: 2; I: 1.6

O=C(Cn1c(=O)oc2ccccc21)Nc1n[nH]c(=S)s1
  A: 54*; B: 22; C: -7; D: -13; E: -9; F: -8; G: -23; H: -65; I: 1.0

OCCn1c(-c2ccc3c(c2)OCO3)csc1=Nc1ccccc1
  A: 0; B: 4; C: -14; D: -2; E: -18; F: 57; G: -22; H: -1; I: -0.1

Brc1ccc2nc(CSc3ncn[nH]3)cn2c1
  A: -2; B: 2; C: -13; D: -4; E: 9; F: -2; G: -15; H: 1; I: 0.9

COc1ccc(C2=Nn3c(nnc3C3CCCCC3)SC2)cc1OC
  A: -1; B: -4; C: 2; D: -20; E: -16; F: 12; G: 1; H: 1; I: 67

CSc1cccc(NC(=S)N(CCC(C)C)C2CCN(C(C)=O)CC2)c1
  A: 0; B: 4; C: 13; D: -12; E: 14; F: -11; G: -3; H: 17; I: 2.6

S=c1[nH]nc(-c2cc(-c3ccsc3)n[nH]2)n1-c1cccc2ccccc12
  A: 16; B: 20; C: -27; D: 0; E: -10; F: -21; G: -1; H: 12; I: 1.9

Cc1ccc(NC(=S)Nc2ccc(Br)cc2)cc1
  A: 0; B: -1; C: -12; D: -4; E: -14; F: -6; G: -13; H: 2; I: 0.6

CC1=CC(C)(C)N2C(=O)C3(C(C#N)=C(N)OC4=C3C(=O)CC(C)(C)C4)c3cc(C)cc1c32 (stereo not given)
  A: -5; B: 0; C: -42; D: -10; E: -13; F: -7[fluorescence artefact?]; G: 2; H: -1; I: 0.9

CC1(c2cccc3ccccc23)NC(=O)N(CC(=O)NC2CCS(=O)(=O)C2)C1=O (stereo not given)
  A: 1; B: -1; C: -11; D: -6; E: -12; F: -7; G: -4; H: 3; I: 0.4

O=C(NCc1ccccc1)c1ccc(C(=O)N(C2CCCCC2)C2CCCCC2)cc1
  A: 1; B: 0; C: -15; D: 0; E: -7; F: 3; G: -11; H: 0; I: 0.1

CC(C)COC(=O)N1CCCC1C(=O)Nc1nccs1 (stereo not given)
  A: -2; B: 5; C: -8; D: -1; E: -2; F: 18[fluorescence artefact?]; G: -32; H: 2; I: 0.0

FC(F)(F)C(F)(F)C(F)(F)c1nnc2ccc(N3CCOCC3)nn12
  A: -7; B: 1; C: 6; D: 2; E: -22; F: -4; G: 1; H: 0; I: -0.3

COc1ccc(C(=O)NNC2=Nc3cccc4cccc2c34)cc1
  A: 2; B: 6; C: -8; D: -4; E: -13; F: -16; G: -28; H: 17; I: 2.1

COC(=O)CNC(c1ccccc1)c1cc(Br)ccc1NC(=O)OCc1ccccc1 (stereo not given)
  A: 0; B: -9; C: -11; D: 0; E: -8; F: 21; G: -7; H: 0; I: -0.2

O=C(c1cccc(S(=O)(=O)N2CCc3ccccc32)c1)N1CCN(c2ccccn2)CC1
  A: 0; B: -44; C: -3; D: -3; E: 5; F: -2; G: 0; H: 7; I: -1.0

O=C(Cn1ccc([N+](=O)[O-])n1)Nc1ccccn1
  A: 2; B: -2; C: -1; D: -5; E: -10; F: -6; G: -2; H: 0; I: 2.1

O=C(O)CCC(=O)Nc1ccc(Br)c(Cl)c1
  A: 100*; B: 3; C: -13; D: 4; E: -7; F: 18; G: 11; H: -3; I: 1.2

CSc1ccccc1C(=O)Nc1ccccc1C
  A: 2; B: -4; C: 1; D: 1; E: -14; F: -5; G: 9; H: 11; I: 1.4

O=C(NCc1cccs1)C1CCCN1C(=O)Nc1cccc(Cl)c1 (stereo not given)
  A: -2; B: -2; C: 1; D: 4; E: -11; F: 4; G: -4; H: 9; I: 4.5

Cc1cc(N2CCCC2=O)cc(C)c1S(N)(=O)=O
  A: 2; B: 1; C: -1; D: -5; E: -12; F: -9; G: -3; H: 1; I: 0.4

O=C(N/N=C/c1ccc(Cl)cc1)c1n[nH]c2c1CCCC2
  A: 2; B: 0; C: -14; D: -16; E: -4; F: -1; G: -9; H: 24; I: 5.8

CN(Cc1ccccc1)C(=O)CCn1c(=O)oc2ccccc21
  A: 2; B: -5; C: -15; D: 0; E: -13; F: 5[fluorescence artefact?]; G: -4; H: 0; I: -0.4

Cc1noc(C)c1S(=O)(=O)N1CCCC(C(=O)N2CCC(C)CC2)C1 (stereo not given)
  A: -2; B: 6; C: 0; D: 2; E: -9; F: 13; G: -9; H: 0; I: -0.6

O=C(CN1C(=O)C(=O)c2ccccc21)OCN1C(=O)c2ccccc2C1=O
  A: -1; B: 0; C: 9; D: 10; E: -4; F: 1; G: -14; H: 18; I: 0.0

Cc1sc(NC(=O)C2CC=CCC2C(=O)O)c(C(=O)OC(C)C)c1C (stereo not given)
  A: 0; B: 2; C: -22; D: -7; E: 25; F: -11; G: -23; H: 2; I: 1.7

Cc1ccc(C(=O)Oc2ccc(N3C(=O)CCC3=O)c(C)c2)cc1
  A: 2; B: 0; C: -5; D: -2; E: 7; F: 0; G: -16; H: -2; I: 1.4

O=C(Cc1ccc(Cl)cc1)NC(=S)Nc1ccccc1N1CCOCC1
  A: 0; B: -108; C: -8; D: 0; E: -16; F: -1[fluorescence artefact?]; G: -14; H: 2; I: 1.8

O=C(Nc1ccccc1)C1C2/C=C\CCCCC21 (stereo not given)
  A: 0; B: 4; C: -4; D: 3; E: -3; F: -2; G: 2; H: 37; I: 1.3

COc1ccccc1N1CCN(C(=O)Cn2c(=O)[nH]c3ccsc3c2=O)CC1
  A: 2; B: 0; C: -15; D: 1; E: 1; F: -5; G: -23; H: 4; I: -0.3

CC(=O)OC(C(=O)NC1CCCCC1)c1ccc(Cl)cc1 (stereo not given)
  A: 0; B: -4; C: 9; D: -5; E: -3; F: -7; G: -25; H: 1; I: -0.8

c1ccc(CCn2nnnc2C(c2cccs2)N2CCN(Cc3ccc4c(c3)OCO4)CC2)cc1 (stereo not given)
  A: 0; B: 1; C: 0; D: 1; E: -8; F: 8; G: -23; H: -3; I: -0.9

COc1ccccc1-c1nnc(SCC(=O)N2CCOCC2)n1-c1ccccc1
  A: 0; B: 1; C: 1; D: 2; E: -4; F: -6; G: -43; H: -1; I: 0.2

Cc1ccnc(N2CCC(C(=O)Nc3ccc4c(c3)OCO4)CC2)n1
  A: 1; B: 0; C: 1; D: -4; E: -11; F: -2; G: 2; H: 1; I: -0.5

COc1cc(/C=N/NC(=O)c2cnccn2)ccc1O
  A: 2; B: 1; C: -6; D: -43; E: -3; F: 14[fluorescence artefact?]; G: -1; H: 5; I: 0.5

N#Cc1ccc2ccn(CC(=O)NC3CCCCC3)c2c1
  A: 0; B: 2; C: /; D: 2; E: -13; F: /; G: /; H: 2; I: 1.1

Cc1nc2ccccn2c1C(=O)CSc1ccc(Cl)cc1Cl
  A: -2; B: -4; C: -3; D: -16; E: -8; F: -7[fluorescence artefact?]; G: -6; H: 5; I: 0.6

Cc1c(NC(=O)/C=C/c2cccs2)c(=O)n(-c2ccccc2)n1C
  A: 0; B: 2; C: -8; D: -28; E: 11; F: -6; G: 0; H: 0; I: -0.3

N#CC(C(=O)O)=C1CCCC1
  A: -3; B: 1; C: 1; D: 6; E: -14; F: 7; G: -10; H: 0; I: -0.1

COc1ccc(S(=O)(=O)Nc2ccc3ccccc3c2)cc1C
  A: 0; B: 1; C: -16; D: 18; E: -24; F: -15; G: 5; H: 7; I: 0.1

CC(=O)N1N=C(c2ccccc2)OC1(C)CC(=O)Nc1ccccc1 (stereo not given)
  A: 0; B: -1; C: -10; D: -4; E: -14; F: -2; G: -14; H: 1; I: 0.7

O=C(COC(=O)c1ccc(S(=O)(=O)Nc2ccccc2)cc1)NCCC1=CCCCC1
  A: 1; B: 0; C: -28; D: -4; E: 5; F: 2; G: -17; H: 2; I: 2.0

Cc1ccc(NC(=O)C2(S(=O)(=O)c3ccc(C)cc3)CC2)cc1
  A: 0; B: 1; C: 6; D: -4; E: -7; F: /; G: -15; H: 1; I: 0.3

COc1ccc(C(=O)n2cnc(N)n2)cc1
  A: 1; B: -1; C: 0; D: 17; E: 7; F: -5; G: -12; H: -4; I: -0.3

CCOC(=O)c1c(NC(=O)N/N=C/c2ccc(O)c(OC)c2)sc(C(C)=O)c1C
  A: 5; B: -6; C: -10; D: -21; E: /; F: 58; G: 10; H: 61*; I: 78*

CCOc1ccc(/C=C/C(=O)c2ccc(-c3ccccc3)cc2)cc1
  A: 2; B: 0; C: -9; D: -8; E: -7; F: 6; G: -15; H: 1; I: 0.4

CCn1c(SCc2nc3ccccc3[nH]2)nnc1-c1ccccc1OC
  A: -1; B: -4; C: -10; D: -3; E: -23; F: 0; G: -20; H: 2; I: -0.3

O=C1C(=O)N(CCN2CCOCC2)C(c2ccccn2)/C1=C(/O)c1ccc(F)cc1 (stereo not given)
  A: 5; B: 4; C: -10; D: -39; E: -15; F: 65; G: -1; H: 0; I: 1.5

CC(=O)Nc1cc[n+](CC(=O)c2ccc(Cl)cc2)cc1
  A: 0; B: -1; C: -3; D: -6; E: -14; F: 1; G: -4; H: 11; I: -0.1

# Rewritten with values under each structure: 5 of the compounds above.
# Sequence of screens: Runt-CBFb FRET	Runt-SMMHC FRET	NCF1 inh	TbHK1 inh	MDM2 E3 inh	14-3-3 Bad PPI	EBV gp42 inh	Hck-Nef inh	L929 necroptosis
- O=C(Cn1c(=O)oc2ccccc21)Nc1n[nH]c(=S)s1
    54*	22	-7	-13	-9	-8	-23	-65	1.0
- OCCn1c(-c2ccc3c(c2)OCO3)csc1=Nc1ccccc1
    0	4	-14	-2	-18	57	-22	-1	-0.1
- Brc1ccc2nc(CSc3ncn[nH]3)cn2c1
    -2	2	-13	-4	9	-2	-15	1	0.9
- COc1ccc(C2=Nn3c(nnc3C3CCCCC3)SC2)cc1OC
    -1	-4	2	-20	-16	12	1	1	67
- CSc1cccc(NC(=S)N(CCC(C)C)C2CCN(C(C)=O)CC2)c1
    0	4	13	-12	14	-11	-3	17	2.6

# Two entries from above, with two lines to a compound.
# Every second line gives: Runt-CBFb FRET | Runt-SMMHC FRET | NCF1 inh | TbHK1 inh | MDM2 E3 inh | 14-3-3 Bad PPI | EBV gp42 inh | Hck-Nef inh | L929 necroptosis
O=C1C(=O)N(CCN2CCOCC2)C(c2ccccn2)/C1=C(/O)c1ccc(F)cc1 (stereo not given)
    5 | 4 | -10 | -39 | -15 | 65 | -1 | 0 | 1.5
CC(=O)Nc1cc[n+](CC(=O)c2ccc(Cl)cc2)cc1
    0 | -1 | -3 | -6 | -14 | 1 | -4 | 11 | -0.1

# Assay outcomes as filed in PubChem.
